PfHsp40 yeast: compounds rescuing yeast from Plasmodium falciparum HSP40 toxicity; S. cerevisiae expressing PfHsp40, growth rescue, ATP luminescence; hit rate 0.68% among 340,000; growth rescue, % at 12.5 µM; in the data active means growth rescue above about 28%, passing the limit was not always enough; inconclusive means no clear call, values can overlap the other calls;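 further: yeast W303a lacking pdr1 and pdr3 grown in galactose medium; growth measured after three days at 30 °C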
VHR inh abs: blocks human VHR1 dual specificity phosphatase | hit rate 0.52% among 290,000 | P51452 | recombinant VHR phosphatase, pNPP absorbance | inhibition, % at 13.3 µM; in the data active means inhibition above about 50%; further: some compounds called inactive have numbers as strong as hits
Rv3671c inh: Rv3671c (M. tuberculosis) protease inhibition. P9WHR9. inhibition, % at 5.96 µM. hit rate 0.048% among 320,000. AID 2606; in the data active means inhibition above about 38%;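 further: extracellular domain of Rv3671c used as enzyme; 0% = enzyme with DMSO and 100% = no enzyme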
MazEF act: MazEF (E. coli) toxin RNase activation. hit rate 0.32% among 350,000. AID 504720. FAM/BHQ RNA-DNA oligo cleavage fluorescence, 5 h. activation, % at 20 µM. P0AE70; in the data active means activation above about 50%
Target sequence (P0AE70 whole entry, looked up): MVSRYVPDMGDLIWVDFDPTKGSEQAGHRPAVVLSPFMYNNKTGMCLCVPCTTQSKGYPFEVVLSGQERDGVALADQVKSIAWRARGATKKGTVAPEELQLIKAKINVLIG
BH1578 lux ind: quorum light induction in luxS cqsA deficient V. cholerae; hit rate 0.16% among 350,000; V. cholerae BH1578 lux reporter, luminescence, 6 h; AID 588436; activation, % at 18.7 µM; in the data active means activation mostly above about 9.7%, no sharp cut-off; inconclusive means no clear call, values can overlap the other calls; inactive means mostly below about 3.7%; further: not every result past the cut was called active; inactives centre near 0; reference of the scale not given here
Yp Topo-I inh: inhibitors of Yersinia pestis topoisomerase I | hit rate 0.064% among 360,000 | activity, % at 10 µM | Y. pestis Topo-I cleavage product accumulation, plate reader; in the data active means activity above about 50%, passing the limit was not always enough; inconclusive means no clear call, values can overlap the other calls; further: inactives centre near 2
Anthrax LF inh2: anthrax lethal factor protease inhibition; P15917; inhibition, % at 10 µM; AID 588501; multiplex microsphere protease cleavage assay, LF; hit rate 0.12% among 360,000; in the data active means inhibition above about 30%; inconclusive means no clear call, values can overlap the other calls; further: plate controls were buffer without enzyme for full effect and enzyme alone for no effect
Target sequence (P15917 whole entry, looked up): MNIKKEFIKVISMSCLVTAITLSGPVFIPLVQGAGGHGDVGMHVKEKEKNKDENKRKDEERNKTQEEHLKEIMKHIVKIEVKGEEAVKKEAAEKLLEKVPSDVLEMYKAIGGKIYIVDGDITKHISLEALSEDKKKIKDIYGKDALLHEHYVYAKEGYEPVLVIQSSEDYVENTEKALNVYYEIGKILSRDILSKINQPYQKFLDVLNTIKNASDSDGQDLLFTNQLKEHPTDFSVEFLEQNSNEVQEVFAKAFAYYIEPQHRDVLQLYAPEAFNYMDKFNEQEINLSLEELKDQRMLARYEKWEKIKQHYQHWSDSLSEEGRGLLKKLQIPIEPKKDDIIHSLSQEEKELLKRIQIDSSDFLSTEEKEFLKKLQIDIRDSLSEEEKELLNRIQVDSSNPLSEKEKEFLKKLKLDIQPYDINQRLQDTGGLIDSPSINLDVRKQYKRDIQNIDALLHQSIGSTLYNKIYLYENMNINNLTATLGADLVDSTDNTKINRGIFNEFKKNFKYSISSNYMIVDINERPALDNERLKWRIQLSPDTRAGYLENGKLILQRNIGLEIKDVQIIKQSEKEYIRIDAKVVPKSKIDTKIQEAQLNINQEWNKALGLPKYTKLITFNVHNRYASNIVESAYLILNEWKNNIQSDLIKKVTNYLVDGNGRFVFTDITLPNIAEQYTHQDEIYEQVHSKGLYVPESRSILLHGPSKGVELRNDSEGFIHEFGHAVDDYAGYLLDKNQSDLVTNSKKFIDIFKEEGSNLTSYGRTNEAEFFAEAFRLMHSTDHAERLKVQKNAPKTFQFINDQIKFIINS
TcdB GH inh: blocks C. difficile toxin B glycohydrolase activity; P18177; TcdB glycohydrolase enzymatic assay, plate reader; inhibition, % at 9.99 µM; hit rate 0.24% among 350,000; AID 652162; in the data active means inhibition above about 10%
SARS 3CLpro inh: SARS-CoV 3CLpro protease inhibition; recombinant SARS-CoV 3CLpro, quenched FRET peptide cleavage; inhibition, % at 6 µM; hit rate 0.14% among 290,000; AID 1706; in the data active means inhibition above about 12%
SSB-PriA inh: blocks PriA binding to SSB C-terminal tail; AlphaScreen SSBct-PriA binding, biotinylated peptide; inhibition, % at 33 µM; hit rate 0.6% among 430,000; in the data active means inhibition mostly above about 37%, no sharp cut-off; inactive means mostly below about 20%;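 further: plate controls were negative control peptide for no effect and reference peptide for full effect; strong numbers were not always called active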
Active calls of the source: *; i = inactive; ? = inconclusive; . = not tested or not shown.

smiles	PfHsp40 yeast	VHR inh abs	Rv3671c inh	MazEF act	BH1578 lux ind	Yp Topo-I inh	Anthrax LF inh2	TcdB GH inh	SARS 3CLpro inh	SSB-PriA inh
Cc1cccc(N2CCN(Cc3nc(-c4cccc(Cl)c4)oc3C)CC2)n1	0.8	13	-3	-9	-0.2	34	-3	1.2	0	20
CCN1CCN(C(=S)NC(=O)c2cccc(Br)c2)CC1	2.3	.	6	-1	i	2	8	0.1	.	-12
CC1(C)CC(=O)CC(=Nc2ccc(C(=O)O)cc2)C1	-0.8	2	-1	-1	-2.8	3	-3	.	1	-19
O=C(O)c1sccc1S(=O)(=O)N1CCCCC1	.	.	.	-4	-0.4	5	0	0.3	.	.
CCOC(=O)N1CCN(C(=O)c2cn(CC)c3ccc(S(=O)(=O)N4CCCC4)cc3c2=O)CC1	1.7	14	-8	7	-0.1	3	2	.	7	-3
CCCc1cc(=O)[nH]c(SC(C)C(=O)N2c3ccccc3CC2C)n1 (stereo unspecified)	-0.2	.	6	-1	i	5	-3	1.5	.	-5
Cc1ccc2oc(=O)c3cnn(CC(=O)N4CCCCCC4)c3c2c1	0.2	-4	0	2	-0.3	2	-8	3.8	-2	-1
CC12CCC(C(=O)NCc3ccc(Cl)cc3)(OC1=O)C2(C)C (stereo unspecified)	4.9	10	-11	4	-0.8	3	3	.	-4	-8
CCOc1ccc(C(C)=O)cc1COC(=O)c1ccc2c(c1)NC(=O)CS2	0.2	.	-23	0	-0.3	31	2	2.5	.	-4
Cc1cc(C)c(S(=O)(=O)N2CCOC2CNC(=O)C(=O)NCc2cccnc2)c(C)c1 (stereo unspecified)	0.6	0	5	1	-0.4	5	-10	0.5	2	-10
CCn1cc(C2=NCCO2)c2ccccc21	0.0	36	-3	-1	-1.0	1	-2	0.2	-4	2
Cc1ccc(C(=O)NCCC2=CCCCC2)cc1S(=O)(=O)N1CCCCC1	-0.9	.	-6	0	-1.0	15	6	-0.1	.	-20
O=S(=O)(c1cnc[nH]1)N1CCN(c2ccc(F)cc2)CC1	-0.9	12	-3	10	-0.1	-3	0	1.3	4	4
COc1ccccc1N(CC(O)CN1CCCC1)S(=O)(=O)c1ccccc1 (stereo unspecified)	0.0	5	0	-1	-0.2	2	-3	1.0	0	-12
COCCN(C(=O)COC(=O)C1(C)CC1(Cl)Cl)c1c(N)n(Cc2ccccc2)c(=O)[nH]c1=O (stereo unspecified)	-0.7	18	0	-5	i	-9	0	-0.2	-3	-1
CCN(CC)S(=O)(=O)c1ccc(N2CCOCC2)c(NC(=O)CCOc2ccccc2)c1	0.3	-15	1	2	-4.8	17	-10	0.8	0	-8
CC(=O)/C(=N/Nc1cccc(Cl)c1)N1CCOCC1	0.0	16	-4	3	i	-1	1	.	-1	.
CSCCNC(=O)c1cccc(Cl)c1	1.1	22	-12	5	-0.4	0	-1	0.7	1	1
COC(=O)c1ccc(Cn2nnc3ccccc3c2=O)o1	0.0	29	-2	4	-1.8	-6	-3	.	-5	-6
Oc1c(Cl)cc(Cl)cc1C=Nc1ccc(N2CCOCC2)cc1	-0.5	60*	-9	-98	-0.6	2	-8	-1.5	1	-6
CSc1nc(C)c2c(n1)N(c1ccc(C(F)(F)F)cc1)CC2	-1.1	16	4	5	i	0	11	.	-1	-9
O=C(Nc1ccc(C(=O)N2CCCC2)cc1)C1CC1	1.4	.	.	4	0.0	-2	-4	0.3	.	-4
CCn1c(=O)c2sccc2n2c(CCCC(=O)N3CCN(c4ccccn4)CC3)nnc12	-0.5	20	4	10	i	1	-2	0.6	2	2
COc1ccc(C(CC(=O)c2ccc(C)cc2)Nc2ccc([N+](=O)[O-])cc2)cc1 (stereo unspecified)	-1.4	8	-40	16	-0.3	3	-1	0.7	-2	13
CCN(C[C@H]1N[C@@](CC)(C(=O)OC)[C@H]2C(=O)N(C)C(=O)[C@@H]12)S(=O)(=O)c1ccc(F)cc1	-0.9	.	3	4	-1.0	5	-1	-0.1	.	-10
COc1cc(NC(=O)CN2C(=O)NC(C)(CC(C)C)C2=O)cc(OC)c1 (stereo unspecified)	0.6	9	-5	5	3.7	2	-1	.	-4	5
CCCCOC(=O)c1cccc(NC(=O)CC)c1	-0.1	18	0	2	-1.9	-9	-4	.	-1	1
COc1ccc(/C(N)=N/OC(=O)C2CCC(=O)N2S(=O)(=O)c2ccc(C)cc2)cc1OC (stereo unspecified)	-1.3	-7	-4	5	i	5	-2	.	2	.
Nc1ccc(S(=O)(=O)c2cc(O)c3ccccc3c2O)cc1	1.1	.	.	-3	i	-16	-9	-0.3	.	2
Cc1cccc(OCCNC(=O)CCNS(=O)(=O)c2ccc3ccccc3c2)c1	2.5	.	-3	-7	-1.8	36	0	2.3	.	2

(continued)
smiles	PfHsp40 yeast	VHR inh abs	Rv3671c inh	MazEF act	BH1578 lux ind	Yp Topo-I inh	Anthrax LF inh2	TcdB GH inh	SARS 3CLpro inh	SSB-PriA inh
COc1cccc(-c2cc(C(F)(F)F)nc(N3CCN(c4ccccc4)CC3)n2)c1	-2.2	28	-6	-3	.	-2	-6	.	1	-13
O=C(CCN1C(=O)c2ccccc2C1=O)Nc1cc(F)ccc1F	-1.1	10	0	4	0.4	6	2	.	-2	-10
Cc1cccc(N(NC(=O)C(C)(C)O)C(=O)c2ccccc2)c1	-0.2	29	5	-5	-0.6	-3	-3	.	1	-9
O=C(NNC(=O)C1CC1)c1ccc(F)cc1F	0.8	.	-12	7	4.3	7	-8	1.3	.	-7
Cc1cc(NC(=O)COC(=O)C(C)Oc2ccc(Cl)cc2Cl)no1 (stereo unspecified)	1.3	16	7	-4	i	7	1	1.1	0	-17
Cc1c(NC(=O)c2noc3c2CCc2ccccc2-3)c(=O)n(-c2ccccc2)n1C	0.5	.	0	12	-0.3	1	2	2.1	-5	-3
O=C(CSc1nnc(-c2ccco2)n1CC1CCCO1)N1CCCCC1 (stereo unspecified)	0.3	6	6	7	-0.2	2	1	.	1	-25
COc1cccc(NC(=S)N2C3CCCC2CC(NC(=O)C2CC2)C3)c1 (stereo unspecified)	-0.2	12	2	13	-0.9	5	2	0.8	-1	-5
C=CCN(CC=C)C(=O)C1CCN(S(=O)(=O)c2ccc(-n3cnnn3)cc2)CC1	0.4	7	-14	-2	-0.3	3	0	-0.2	-1	-11
Cc1ccc2nc(C)c(C(=O)N/N=C/c3cccs3)cc2c1	-1.1	8	-3	1	-0.5	-4	-2	-12	-3	.
O=C(CSc1nnc(CNC(=O)c2ccc(F)cc2)o1)c1ccccc1	-1.3	0	-12	1	i	-14	2	1.4	-5	-13
NC(=O)c1ccc(-n2nnnc2SCC(=O)Nc2ccc(F)cc2)cc1	-1.4	.	-6	1	-10	1	14	0.8	-7	-7
CC(C)CCNC(=O)C1(C)CCN1Cc1ccc(-c2ccccn2)cc1 (stereo unspecified)	.	.	.	.	i	15	3	-0.3	.	.
Cc1nc2c(o1)C(=O)c1ccccc1C2=Nc1ccccc1	-0.3	.	.	12	-0.8	0	-8	1.2	.	1
N#Cc1ccc(-c2cccnc2)nc1SCC(N)=O	.	-11	7	7	1.2	-1	-8	-0.7	0	-2
O=C(CSc1c2c(nc3ccccc13)CCC2)N1CCCC1	-0.6	16	-8	-3	-0.6	4	-1	0.2	4	1
COCCN1Cc2cccc(C(=O)Nc3cc(C)cc(C)c3)c2C1=O	0.2	25	0	-5	-0.3	16	0	.	-2	-10
Cc1nn(-c2ccccc2)nc1CNC(=O)C1CCC1	1.0	19	3	6	-0.9	-4	3	3.4	2	-12
CC1Oc2ccccc2N(Cc2cccc(F)c2)C1=O (stereo unspecified)	?	1	-7	-4	-0.7	-5	.	1.1	3	-9
O=C(CCn1c(=S)oc2ccccc21)NC1CCCCCCC1	1.8	-16	11	-2	-0.6	6	-3	-2.1	1	2
COc1ccccc1C(=O)Nc1ccc2c(c1)nc(CN1CCCCC1)n2C	-0.5	-2	-2	1	i	9	0	-1.1	1	4
O=c1[nH]cnc2scc(-c3ccc(F)cc3)c12	0.5	14	0	3	-0.2	-7	-2	.	-4	-16
CCOC(=O)C1=C(CC)OC(N)=C(C#N)C1c1ccc(F)cc1F (stereo unspecified)	0.0	9	-1	-16	-0.2	0	1	-0.1	2	-5
CCSc1nnc(CCNS(=O)(=O)c2ccc(C(C)=O)cc2)n1C	1.1	26	6	-2	i	3	-8	-1.8	-5	-6
CC(=O)c1cc(OC(=O)c2ccncc2)ccc1OC(=O)c1ccncc1	0.7	-1	4	5	-0.8	-2	-2	.	2	-23
O=C1Nc2ccc([N+](=O)[O-])cc2C1=Nc1cccc(CO)c1	-1.3	37	.	7	-0.7	-5	0	1.0	-5	-3
O=C(NCCCNC(=O)C(F)(F)C(F)F)C(F)(F)C(F)F	-1.0	36	-2	2	-0.2	1	-1	.	-1	-9
Cc1nc(CS(=O)(=O)c2ccccn2)sc1C(=O)NNC(=O)c1c(F)cccc1Cl	-0.4	-20	-4	-1	-0.4	0	9	0.7	2	2
Cc1cccc(C(=O)N/N=C/C(C)Cc2ccc3c(c2)OCO3)c1 (stereo unspecified)	0.5	-4	0	2	-0.2	-3	1	.	-5	.
CCc1cc(C(=O)OC)c(NC(=O)CCC(=O)O)s1	1.3	14	-4	-2	-0.2	1	1	.	2	1
COCCSc1nnc(NC(=O)C2CC(=O)N(CCc3ccc(F)cc3)C2)s1 (stereo unspecified)	-0.8	36	-1	3	i	5	11	0.3	-6	0
c1cc(N2CCCCC2)nc(N2CCCCC2)n1	1.5	.	.	8	-5.9	-2	-3	-0.1	.	-13
NC(=O)c1c(NC(=O)c2ccc(S(=O)(=O)N(CCCl)CCCl)cc2)sc2c1CCCCC2	-0.6	-3	2	9	-0.3	-5	-2	.	-3	-2

Some of these compounds in order of length of the SMILES, falling:
smiles	PfHsp40 yeast	VHR inh abs	Rv3671c inh	MazEF act	BH1578 lux ind	Yp Topo-I inh	Anthrax LF inh2	TcdB GH inh	SARS 3CLpro inh	SSB-PriA inh
CC(=O)c1cc(OC(=O)c2ccncc2)ccc1OC(=O)c1ccncc1	0.7	-1	4	5	-0.8	-2	-2	.	2	-23
O=C(CSc1nnc(CNC(=O)c2ccc(F)cc2)o1)c1ccccc1	-1.3	0	-12	1	i	-14	2	1.4	-5	-13
Cc1ccc2nc(C)c(C(=O)N/N=C/c3cccs3)cc2c1	-1.1	8	-3	1	-0.5	-4	-2	-12	-3	.

From PubChem BioAssay

Not all compounds are listed. The share of hits here may be higher or lower than overall.
